Source: PubChem
Growth percent in the NCI-60 one-dose screen (48 h, 10 µM unless noted): 100 = growth as untreated, 0 = no growth, -100 = all killed.
NCI-H23: NCI-H23 lung cancer | 80,000 tested, 4% active
NCI-H460: NCI-H460 lung cancer; 82,000 tested, 6.8% active
NCI-H522: NCI-H522 lung cancer; 78,000 tested, 8% active; AID 1794739
NCI/ADR-RES: NCI/ADR-RES ovarian cells; 81,000 tested, 4.4% active; AID 1794790
IGROV1: IGROV1 ovarian cancer. 79,000 tested, 4.7% active
COLO 205: COLO 205 colon cancer; AID 1794742; 79,000 tested, 7.3% active
NCI-H226: NCI-H226 lung cancer. 79,000 tested, 3.5% active. AID 1794732
NCI-H322M: NCI-H322M lung cancer; 80,000 tested, 2.7% active; AID 1794733
SK-OV-3: SK-OV-3 ovarian cancer cells; 80,000 tested, 3.2% active
* hit, by the source's call; . = no result given; & = joins results of further samples; [ ] = dose if it differs, or a comment. How the source made its calls: active means growth percent below 10; inactive means the rest.

SMILES	NCI-H23	NCI-H460	NCI-H522	NCI/ADR-RES	IGROV1	COLO 205	NCI-H226	NCI-H322M	SK-OV-3
CC(C)N1C(=O)C2C3C=CC(C3)C2C1=O (centres undefined)	110	108	118	109	122	123	98	106	93
Cc1ccc(-c2nn(CC(=O)N3CCCC3)c(N)c2C#N)cc1	101	106	103	102	89	103	92	95	96
C/C(=N/NS(=O)(=O)c1ccc(N)cc1)c1cccs1	96	105	93	103	107	107	93	97	96
N=c1o[n-][n+](-c2ccccc2)c1-c1ccccc1	94	71	85	102	88	94	94	119	105
NS(=O)(=O)c1ccc(N=Nc2c(O)n(CC(=O)Nc3ccccc3)c3ccccc23)cc1	-19*	4.1*	32	64	39	28	25	52	25
O=C1/C(=C/c2ccc(F)cc2)CN(C(=O)C(Cl)Cl)C/C1=C\c1ccc(F)cc1	-48*	-78*	-58*	5.2*	-50*	-70*	0.7*	-63*	24
NC(CSCCc1ccncc1)C(=O)O (centres undefined)	103	108	95	109	100	107	104	112	101
C=C(C)[C@@H]1CC[C@]2(C(=O)N3CCN(C)CC3)CC[C@]3(C)[C@H](CC[C@@H]4[C@@]5(C)CC[C@H](OCCC#N)C(C)(C)[C@@H]5CC[C@]43C)[C@@H]12	100	99	95	46	98	50	89	103	109
Cc1cc(N=Nc2ccccc2)cc(C)c1NC(=O)C(F)(F)F	90	107	96	98	112	127	96	.	96
COCCNC(=O)c1ccc(OC2CCN(Cc3ccc(F)c(F)c3)CC2)c(Cl)c1	97	101	104	106	110	106	.	111	102
COc1ccc2[nH]c(=S)cc(S)c2c1	97	101	96	110	104	101	97	105	83
Cc1cc(N)on1	105	101	111	98	109	110	95	102	108
CCCCCc1ccnc(CC(=O)c2ccc(OC)cc2)c1	94	95	67	108	108	87	89	104	92
CCOC(=O)CC1CSC(Nc2cccc(C(F)(F)F)c2)=N1 (centres undefined)	94	110	90	103	103	121	102	104	114
O=[N+]([O-])c1ccccc1C(O)Cc1ccccn1 (centres undefined)	106	125	.	115	.	111	103	.	103
CCOC(=O)N1CCN(c2oc(-c3ccc(Cl)cc3)nc2C#N)CC1	.	104	93	94	86	108	99	101	106
O=c1[nH]c(-c2ccncc2)nc2sc3c(c12)CCCCCC3	88	30	.	55	70	106	.	59	32
CCOC(=O)C#Cc1c(C(=O)OCC)nnn1[C@@H]1O[C@H](CO)[C@H]2OC3(CCCCC3)O[C@H]21	94	98	-25*	100	96	-27*	81	98	98
S=C=Nc1ccc(N=C=S)cc1	97	120	81	107	105	102	107	98	108
CON(C)c1nc(N(C)O)nc(N2CCOCC2)n1	100	104	85	105	96	84	.	109	93
CC(C)=CCC[C@](C)(O)[C@H]1CC[C@]2(C)[C@@H]1CC[C@@H]1[C@@]3(C)Cc4nccnc4C(C)(C)[C@@H]3CC[C@]12C	67	74	63	84	104	76	75	100	84
O=C(NCc1cccnc1)c1ncoc1-c1ccc2c(c1)OCCO2	102	111	106	108	151	115	.	.	111
COC(=O)C1(C2CCCCCCCCCCC2=O)NC(=S)NC(=O)C1C#N (centres undefined)	98	115	98	103	116	115	113	102	120
CCCCN(CCCC)c1nn[nH]n1	94	110	85	104	89	116	.	.	117
CC1CC(C)(C)NC2(CCCC2)N1 (centres undefined)	100	105	100	104	125	120	104	105	108
O=C(Nc1nn(-c2c(Cl)cc(Cl)cc2Cl)nc1-c1ccccc1)c1ccccc1	85	103	89	96	111	116	89	98	112
N=c1c2cn[nH]c2nc2sc3cc(Cl)c(Cl)cc3n12	93	101	96	111	.	119	103	125	102
NCCCNc1nc2ccccc2c2c(=O)c3cc(F)cc(Cl)c3sc12	95	-74*	93	86	80	106	89	88	102
CCOC(=O)c1[nH]cc2c1CCc1sc(Nc3ncccn3)nc1-2	100	101	93	102	102	111	105	88	110
COC(CC(F)F)c1cn(S(=O)(=O)c2ccc(C)cc2)c2ccccc12 (centres undefined)	52	12	43	36	36	3.6*	76	28	18
CC1(c2ccccc2)CC(c2ccccc2)=C(C#N)C(=O)N1 (centres undefined)	94	105	94	103	103	.	.	87	100
Cc1ccc(C(=O)CCC(=O)NNc2ccc(S(N)(=O)=O)cc2)cc1	103	110	95	110	106	115	106	108	104
CCOP1(=O)OCCN(C)C(=O)C1NC(=O)c1ccccc1 (centres undefined)	100	115	100	98	89	119	87	85	106
COc1ccc([C@H]2C(C(=O)c3ccc(Cl)cc3)C3(N[C@@H]2c2ccccc2)C(=O)Nc2ccc(Br)cc23)cc1 (some centres undefined)	-47*	-44*	6.1*	-27*	7.2*	-92*	-42*	22	23
Clc1ccc(/C(=N/N2CCCCCC2)c2ccccc2)cc1	103	103	97	106	114	117	93	112	.
C/C(=C\CCc1ccsc1)CC/C=C(\C)CCCN1CCN(CCO)CC1	62	15	72	56	53	-9.2*	68	72	77
COc1cc(CNC(=O)C2CCC(=O)N2)cc(OC)c1OC (centres undefined)	89	110	100	95	101	129	107	100	124
CCCCCCCCCCCCCCCCCCNC(=O)Nc1cc(C(C)C)c(O)cc1C	96	104	84	99	98	105	86	104	94
CCCCOc1ncnc2c1CC(C)c1cc(OC)ccc1N2C (centres undefined)	90	110	81	95	.	103	101	100	98
Cc1cc(C(NC(=O)CCCCCNc2cccc3c2C(=O)N(C2CCC(=O)NC2=O)C3=O)c2cccnc2)c(O)c2ncccc12 (centres undefined)	.	14	23	80	9.1*	2.4*	14	3.6*	25
COc1ccc(C(Nc2ccccn2)c2c(C)[nH]c3ccccc23)cc1 (centres undefined)	100	98	.	99	98	110	.	91	95
O=C(N/N=C/c1ccc2c(c1)CCC2)c1cccc(O)c1	102	111	105	102	125	108	115	115	106
c1ccc2c(c1)CC1C[C@@H](c3cccc4ccccc34)N2O1 (some centres undefined)	79	96	81	84	75	102	78	91	84
CC(O)C(=O)Nc1ccccc1 (centres undefined)	104	109	108	114	114	118	108	105	120
CCC(=O)N1CCN(c2ccc(NC(=O)COc3ccc(Cl)c(C)c3)cc2)CC1	90	92	90	73	89	104	.	111	104
CCOC(=O)Nc1ccc(OC(=O)Oc2ccc(NC(=O)OCC)cc2)cc1	110	103	119	101	116	127	109	114	116
Nc1nc(SCc2ccccn2)c2[nH]cnc2n1	89	103	89	93	94	120	98	93	108
COc1ccc(-c2cnc3sc4c(-c5ccccc5)n[nH]c(=O)c4n23)cc1	95	106	78	108	106	110	94	100	93
COc1ccc2cc(C(C)C(=O)Nc3ccc(C(=O)Nc4ccc(S(N)(=O)=O)cc4)cc3)ccc2c1 (centres undefined)	97	118	96	105	97	90	88	107	108
N#CC1=C(/C=C\c2ccccc2)C2C(=O)N(c3ccccc3)C(=S)N2C1=O (centres undefined)	99	108	85	107	97	117	97	104	104
COc1ccc(-c2nn(-c3cccc(Cl)c3)cc2-c2nc(N)[nH]c(=O)c2C(C)=O)cc1	65	85	54	73	87	105	71	.	97
COc1ccc(-c2cc(-c3cc(-c4ccc(OC)cc4)nc(N)n3)nc(N)n2)cc1	102	99	100	100	109	107	99	94	106
NC(Cc1ccccc1)(C(=O)O)c1ccccc1 (centres undefined)	102	111	69	97	104	102	96	103	97
COc1ccc(/C=c2\c(=O)n(-c3ccccc3)c3nnc(-c4ccccn4)n23)cc1	97	102	91	97	104	113	90	107	98
O=C(S)CNC(=O)c1ccccc1	94	105	86	97	105	107	101	95	89
CCOC(=O)c1sc(/N=C2\NC(=O)/C(=C/c3ccc(OC)c(OC)c3)S2)nc1C	90	97	75	98	95	115	95	96	88
O=c1[nH]ncc(Br)c1Br	-57*	66	-41*	38	51	22	112	95	122
Cn1cc(/C=C2/C(=O)Nc3ccc(Cl)cc32)c2ccccc21	89	89	77	97	94	85	87	92	88
O=C(NCc1ccccc1)Nc1cccc2c(NC(=O)NCc3ccccc3)cccc12	107[100 µM]	109[100 µM]	98[100 µM]	104[100 µM]	114[100 µM]	126[100 µM]	96[100 µM]	112[100 µM]	113[100 µM]
CC/C(Br)=C(\Br)Cn1cnc2c(Cl)ncnc21	93	85	19	102	84	104	100	97	98

(further entries)
SMILES	NCI-H23	NCI-H460	NCI-H522	NCI/ADR-RES	IGROV1	COLO 205	NCI-H226	NCI-H322M	SK-OV-3
C[n+]1c(/C=C/c2c[nH]c3ccccc23)ccc2ccccc21	72	35	53	100	72	46	62	70	65
Cc1ccc(C2=N/C(=C\c3ccccc3)C(=O)O2)cc1	101	109	96	107	.	122	102	114	110
CCOC(=O)c1cnc2ccccc2c1Nc1cccc(S(=O)(=O)NC)c1	94	99	83	103	57	107	96	97	89
CC(=O)c1ccc2c3ccccc3n(C(C)=O)c2c1	75	97	74	79	.	130	83	107	97
O=C1c2ccccc2CN1c1ccccc1	94	103	75	105	123	105	99	107	105
CC(=O)N1N=C(c2ccc(Nc3nc(NCCO)nc(NCCO)n3)cc2)CC1c1ccc(Cl)cc1 (centres undefined)	96	101	.	100	99	102	103	89	101
Nc1nccnc1Cl	104	107	.	105	105	107	105	99	98
CCC(C)C1(C2CCCC2)NC(=O)NC1=O (centres undefined)	101&103	107&117	105&77	104&109	119&117	116&102	108&113	115&99	109&100
CC[C@H](CC[C@@H](C)[C@H]1CC[C@H]2[C@@H]3CC(=O)C4=CC(=O)/C(=C\c5ccco5)C[C@]4(C)[C@H]3CC[C@]12C)C(C)C	103	100	95	102	103	110	98	101	108
COc1cc(C2CC(c3ccc(Cl)cc3)=Nc3c(N)nc(N)nc3N2)ccc1Oc1nc(NCCO)nc(N2CCOCC2)n1 (centres undefined)	94	79	84	98	45	71	75	75	103
NCCC1CCCCC1	91	103	93	100	105	109	102	93	127
O=C1NC(=O)/C(=C/c2c(-c3ccccc3)nc3sc(COc4ccccc4)nn23)S1	86	102	84	100	112	132	93	96	105
N#Cc1c(Cl)nc(SCc2ccc(F)cc2)nc1-c1ccc(F)cc1	96	103	75	87	109	120	71	92	103
CC(=O)Nc1nc(OC(C)=O)c(Cc2cc(Cl)ccc2Cl)s1	90	102	82	97	104	123	92	105	98
O=C(O)Cc1ccc(N2N=C(c3ccccc3)CC2=O)cc1	107	109	90	110	103	100	86	98	94
CC1=C(C)C(=O)C(Nc2cccc(C(F)(F)F)c2)=C(Br)C1=O	89	96	29	103	75	115	83	100	86
CCN(CC)CCC(C#N)c1ccccc1 (centres undefined)	97	108	111	102	95	110	90	90	107
O=C(C1=C(O)CC2c3ccccc3N(Cc3ccccc3)C12)N1CCCCC1 (centres undefined)	108	100	91	102	100	120	98	99	119
N#CCN1C(=O)C2C3=C(CCCC3)SC2N=C1CN1CCCC1 (centres undefined)	98	117	93	96	.	122	88	91	109
N#C/C(=C/c1ccc(O)cc1)c1nnc(NC(=O)c2ccc(-n3c(=O)[nH]c4ccccc4c3=O)cc2)s1	105	115	100	112	122	127	115	111	114
O=C(NNc1nc(N2CCN(C3CCCCC3)CC2)nc(N2CCN(C(c3ccccc3)c3ccccc3)CC2)n1)c1ccccc1	64	64	69	64	81	87	49	81	62
COc1cccc(-c2nn(-c3ccccc3)cc2-c2ccnc(NCCNS(=O)(=O)c3ccccc3)c2)c1	40	29	10.0*	23	34	11	41	63	43
C=CCN1C(C)(C)NC(=S)C1(C)C	103	121	82	104	113	122	98	99	109
CCc1n(O)cc[n+]1[O-]	96	110	99	100	108	102	96	98	116
Nc1nc2c(s1)CCCc1ccn(S(=O)(=O)c3ccccc3)c1-2	95	101	72	99	94	99	82	98	95
COC(=O)C1CCCN1C(=O)CNC(=O)OC(C)(C)C (centres undefined)	103	99	89	100	115	112	108	95	102
CCCCCCOC(=O)c1cccnc1	94	105	89	97	115	131	105	102	117
Cc1ccc(NC(=O)CNC(=O)CN2C(=O)c3ccccc3C2=O)cc1	99&103	104&103	97	98&103	116&106	106&111	112&100	117&106	99&102
O=C(Nc1ccc(OS(=O)(=O)c2ccccc2)cc1)C1CCCCC1	88	100	75	88	106	97	87	.	96

Among those listed so far, 14 have an aryl methoxy group:
SMILES	NCI-H23	NCI-H460	NCI-H522	NCI/ADR-RES	IGROV1	COLO 205	NCI-H226	NCI-H322M	SK-OV-3
COc1ccc2[nH]c(=S)cc(S)c2c1	97	101	96	110	104	101	97	105	83
CCCCCc1ccnc(CC(=O)c2ccc(OC)cc2)c1	94	95	67	108	108	87	89	104	92
COc1ccc([C@H]2C(C(=O)c3ccc(Cl)cc3)C3(N[C@@H]2c2ccccc2)C(=O)Nc2ccc(Br)cc23)cc1 (some centres undefined)	-47*	-44*	6.1*	-27*	7.2*	-92*	-42*	22	23
COc1cc(CNC(=O)C2CCC(=O)N2)cc(OC)c1OC (centres undefined)	89	110	100	95	101	129	107	100	124
CCCCOc1ncnc2c1CC(C)c1cc(OC)ccc1N2C (centres undefined)	90	110	81	95	.	103	101	100	98
COc1ccc(C(Nc2ccccn2)c2c(C)[nH]c3ccccc23)cc1 (centres undefined)	100	98	.	99	98	110	.	91	95
COc1ccc(-c2cnc3sc4c(-c5ccccc5)n[nH]c(=O)c4n23)cc1	95	106	78	108	106	110	94	100	93
COc1ccc2cc(C(C)C(=O)Nc3ccc(C(=O)Nc4ccc(S(N)(=O)=O)cc4)cc3)ccc2c1 (centres undefined)	97	118	96	105	97	90	88	107	108
COc1ccc(-c2nn(-c3cccc(Cl)c3)cc2-c2nc(N)[nH]c(=O)c2C(C)=O)cc1	65	85	54	73	87	105	71	.	97
COc1ccc(-c2cc(-c3cc(-c4ccc(OC)cc4)nc(N)n3)nc(N)n2)cc1	102	99	100	100	109	107	99	94	106
COc1ccc(/C=c2\c(=O)n(-c3ccccc3)c3nnc(-c4ccccn4)n23)cc1	97	102	91	97	104	113	90	107	98
CCOC(=O)c1sc(/N=C2\NC(=O)/C(=C/c3ccc(OC)c(OC)c3)S2)nc1C	90	97	75	98	95	115	95	96	88
COc1cc(C2CC(c3ccc(Cl)cc3)=Nc3c(N)nc(N)nc3N2)ccc1Oc1nc(NCCO)nc(N2CCOCC2)n1 (centres undefined)	94	79	84	98	45	71	75	75	103
COc1cccc(-c2nn(-c3ccccc3)cc2-c2ccnc(NCCNS(=O)(=O)c3ccccc3)c2)c1	40	29	10.0*	23	34	11	41	63	43
